# Screening results from PubChem.
# Nrf2 block – blocks Nrf2 signaling | A549 ARE-Fluc reporter, luciferase luminescence, 18-24 h | 360,000 compounds, 2.1% hits | Potency, µM (doses to about 46 µM), inactives show top-dose activity change, negative = inhibition, hits mostly inhibitors; also: % is scaled to controls: 0 for no effect and ±100 for the full control effect; nearly all actives have a fitted effect of over 60% in size
#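 Quantitative HTS in A549 cells stably bearing an antioxidant response element-firefly luciferase construct. Inhibition of Nrf2-driven transcription was scored by luminescence after 18-24 h of compound exposure at 37 °C.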
# ATXN viability – reduces viability in counter-screen for ATXN expression inhibitors; AID 651635; S2 cells (HEK-293 line with an ATXN2-luciferase reporter) viability, CellTiter-Fluor protease fluorescence, 24 h; Potency, µM (series often up to 56.7 µM), actives largely listed as cytotoxic; 400,000 compounds, 0.49% hits; also: nearly all actives have a fitted effect of over 40% in size
# A549 tox – kills or reduces viability of A549 cells in Nrf2 counter-screen; A549 ARE-Fluc cells, CellTiter-Fluor viability, 18-24 h; Potency, µM (highest dose often 46 µM), inactives show at the top dose activity change, negative = cytotoxicity, usual class: inhibitors; 390,000 compounds, 0.16% hits; AID 504648; also: % is scaled to controls: 0 for no effect and ±100 for the full control effect
#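 A549 ARE-Fluc cells in 5% FBS OPTI-MEM, 5000 cells/well, rested 2 h then exposed to compounds in concentration-response for 18-24 h at 37 °C. Viability by CellTiter-Fluor fluorescence (Ex 405/Em 525) after 30 min; luciferase luminescence (BugLite, 15 min, RT) read afterwards.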
# MCF10A rereplic – inducers of DNA re-replication in MCF 10A breast cells; Potency, µM (series often up to 46.1 µM), inactives show top-dose activity, positive = re-replication, hits mostly activators; AID 624296; MCF 10A DNA re-replication, Hoechst nuclear intensity, 48 h; 350,000 compounds, 2.9% hits; also: % of control where 0% means no effect; nearly all actives have a fitted effect of over 50% in size
# EPAC2 antagonist – EPAC2 (human) antagonism; EPAC2 GEF exchange of Rap1B-BODIPY-GDP, fluorescence; Potency, µM (doses to about 114 µM), inactives show at the top dose activity, negative = inhibition, actives largely listed as inhibitors; 360,000 compounds, 0.18% hits; also: % is scaled to controls: 0 for no effect and ±100 for the full control effect; nearly all actives have a fitted effect of over 45% in size; many of its hits are not listed in these tables
# Target sequence (Q8WZA2 whole entry, looked up): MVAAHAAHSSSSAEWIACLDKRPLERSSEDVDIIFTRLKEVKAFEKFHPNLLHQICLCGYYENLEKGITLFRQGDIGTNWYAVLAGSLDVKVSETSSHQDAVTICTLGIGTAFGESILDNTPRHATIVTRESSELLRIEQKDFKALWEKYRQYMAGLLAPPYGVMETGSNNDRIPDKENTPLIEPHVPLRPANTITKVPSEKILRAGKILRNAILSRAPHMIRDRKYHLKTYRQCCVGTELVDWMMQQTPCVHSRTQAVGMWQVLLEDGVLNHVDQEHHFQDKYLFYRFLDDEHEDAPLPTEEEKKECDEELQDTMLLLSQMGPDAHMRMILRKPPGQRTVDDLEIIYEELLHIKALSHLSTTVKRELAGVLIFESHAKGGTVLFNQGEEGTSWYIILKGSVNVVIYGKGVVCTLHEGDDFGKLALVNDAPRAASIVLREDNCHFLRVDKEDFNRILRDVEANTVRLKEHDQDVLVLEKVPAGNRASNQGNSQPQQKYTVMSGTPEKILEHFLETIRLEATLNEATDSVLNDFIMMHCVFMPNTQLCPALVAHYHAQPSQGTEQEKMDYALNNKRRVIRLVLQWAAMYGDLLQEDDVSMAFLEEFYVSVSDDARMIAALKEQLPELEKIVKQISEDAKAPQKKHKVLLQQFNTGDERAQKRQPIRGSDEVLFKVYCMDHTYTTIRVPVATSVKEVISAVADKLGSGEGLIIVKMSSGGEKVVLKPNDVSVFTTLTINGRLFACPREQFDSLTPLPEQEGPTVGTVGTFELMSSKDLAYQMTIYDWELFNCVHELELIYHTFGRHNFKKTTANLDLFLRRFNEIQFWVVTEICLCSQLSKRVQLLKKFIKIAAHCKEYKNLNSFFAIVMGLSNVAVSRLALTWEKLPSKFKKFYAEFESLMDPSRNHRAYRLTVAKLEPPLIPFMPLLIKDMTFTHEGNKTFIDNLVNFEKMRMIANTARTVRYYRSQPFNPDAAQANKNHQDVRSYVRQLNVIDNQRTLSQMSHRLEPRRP
# HepG2 viability – HepG2 cytotoxicity, counter-screen for TGF-b inhibitors. AID 588856. 410,000 compounds, 0.76% hits. HepG2 CAGA-GFP viability, ATP luminescence, 18 h. Potency, µM (series often up to 46.1 µM), for the others: at the highest dose activity change, negative = cytotoxicity, actives largely listed as cytotoxic; also: some results filed as inactive show a strong effect at the top dose
#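 HepG2 CAGA-GFP cells (1000/well, DMEM with 1% FBS) received compound, then TGF-beta at 500 pg/mL final, and were incubated 18 hours at 37 degrees C. Viability was read by CellTiter-Glo luminescence. Media-only wells were set as complete cell-killing and DMSO as no toxicity.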
# TGFb SMAD3 inh – TGF-b pathway inhibition; HepG2 CAGA-GFP TGF-b/SMAD3 reporter, GFP fluorescence, 18 h; TGF-beta stimulated, 500 pg/mL final; Potency, µM (highest dose often 46.1 µM), for inactives: at the top dose activity, negative = inhibition, hits mostly inhibitors; 410,000 compounds, 1.2% hits; also: % is scaled to controls: 0 for no effect and ±100 for the full control effect; nearly all actives have a fitted effect of over 65% in size
#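 TGF-beta reporter screen: HEPG2 CAGA-GFP, 1% FBS, 500 pg/mL TGF-beta final, 18 h; per-cell GFP summed per well; curves fitted and categorized by class.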
# ATXN2 expr inh – ATXN2 expression inhibition; 360,000 compounds, 0.72% hits; Potency, µM (doses to about 57 µM), inactives show at the top dose activity change, negative = inhibition, most hits filed as inhibitors; HEK-293 ATXN2-luciferase reporter, luminescence, 24 h; also: % is scaled to controls: 0 for no effect and ±100 for the full control effect; nearly all actives have a fitted effect of over 55% in size
#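 qHTS (up to 57 uM final) was run with 24 h compound exposure of reporter cells at 37 °C. Each well was multiplexed: SteadyGlo luminescence measured ATXN2-luciferase expression after a fluorogenic Gly-Phe-AFC viability readout (25 uM final).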
# Nrf2 ARE act – activates Nrf2 signaling | AID 624171 | AREc32 ARE-luciferase reporter (MCF7-derived line), luminescence, 24 h | Potency, µM (series often up to 46.1 µM), inactives show at the highest dose activation, most hits filed as activators | 410,000 compounds, 0.31% hits; also: % of control where 0% means no effect; nearly all actives have a fitted effect of over 65% in size
#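 Reporter line AREc32 (ARE-Fluc), seeded overnight in OPTI-MEM with 5% FBS; compound pin-transferred, 24 hr at 37 deg C, 5% CO2; luminescent read-out.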
# * marks the source's active call; other numbers are inactive results; i = inactive; ? = inconclusive; / = no result given; & = joins results of further samples; ! = not active in a repeat; [ ] = another dose, or the depositor's remark. Calls follow the shape of the dose curve; as a rule, active = well fitted curve in the direction sought with a large enough effect; inconclusive = small, poorly fitted or top-dose-only effect, or another doubt; inactive = no such curve, though single readings can be large; an effect the other way counts as inactive or inconclusive. Potency is read from the fitted curve at half-maximal effect. Some of the compounds tested; the hit share may differ from the screen's.
SMILES,Nrf2 block,ATXN viability,A549 tox,MCF10A rereplic,EPAC2 antagonist,HepG2 viability,TGFb SMAD3 inh,ATXN2 expr inh,Nrf2 ARE act
Cc1ccc(S(=O)(=O)Nc2cc(Cl)c3oc4c(c3c2)C(=O)CC(C)(C)C4)cc1,7%,i,9%,/,/,-4%,7%,5%,0.1%
COC(=O)c1cc(C(=O)Nc2cc(C)ccn2)cc([N+](=O)[O-])c1,10%,i,0%,8%,-9%,-1%,11%,9%,2.5%
CC(=O)Nc1sc(C)c(C)c1C(=O)OCC(=O)N(CC(C)C)C1CCS(=O)(=O)C1 (configuration not stated),16%,i,12%,20%,-15%,-2%,-29%,2%,0.2%
COc1ccc(-c2ccc(=O)n(CC(=O)Nc3ccc4c(c3)OCCO4)n2)cc1,-16%,i,4%,-1%,3%,-23%,-9%,-12%,1.7%
CCOc1nc2cnccc2n(CC(=O)Nc2cccc(C)c2C)c1=O,6%,i,3%,7%,1%,-5%,-11%,/,-0.2%
Cc1cccc(C)c1NC(=O)C(c1ccccc1)N(C)CCc1ccccc1 (configuration not stated),/,?,/,/,1%,-12%,-25%,-21%,0.0%
CC(=O)NCCC(=O)Nc1nc2ccc(Oc3ccccc3)cc2s1,?,i,4%,-1%,-8%,-8%,-33%,28%,2.9%
Nc1nccc2c1ncn2C1OC(CO)C(O)C1O (configuration not stated),/,i,/,/,-1%,-8%,1%,/,-3.0%
CCCC(=O)N1CCN(c2ccc([N+](=O)[O-])c(NC(C)c3ccccc3)c2)CC1 (configuration not stated),-8%,/,-13%,-3%,4%,0%,-13%,/,0.1%
COc1cccc(-c2cc(C(=O)N3CCc4ccccc4C3)no2)c1,2%,i,5%,0%,-3%,-17%,-10%,34%,0.1%
O=C(CC(=O)N/N=C\c1cccc(Cl)c1Cl)NCc1ccccc1,?,i,4%,8%,-2%,-7%,?,7%,11%
CC(C)OP(=O)(OC(C)C)C(Nc1ccc(C(=O)O)cc1)c1ccccc1 (configuration not stated),2%,i,1%,-4%,1%,-3%,7%,4%,0.1%
COc1cc(NC(=O)c2ccc(C(C)(C)C)cc2)c(OC)cc1NC(=O)CN1CCCCC1,20%,i,-16%,?,-11%,0%,-19%,93%[activator],-0.1%
CCn1c(C)c(C)c2cc(C(=O)N3CCN(c4cccc(C)c4C)CC3)ccc21,?,i,-18%&-20%,?,-3%,18µM*!,?,-14%,0.3%&-1.2%
CC1CCc2c(sc3nc(CSc4ncn[nH]4)[nH]c(=O)c23)C1 (configuration not stated),?,i,-2%,?,5%,0%,-11%,-6%,-0.9%
O=C1NCC(O)=C1C=NCCO,-3%,i,-3%,-8%,-1%,12%,0%,-7%,-0.6%
Cc1ccc(C)c(NC(=O)Nc2nnc(N(CC(C)C)CC(C)C)s2)c1,18%,i,8%,/,/,-11%,?,8%,0.7%
CN1CC[n+]2cnc3ccccc3c21,-11%,i,0%,9%,8%,6%,?,4%,0.3%
Cc1sc(NC(=O)C2=COCCO2)nc1-c1ccc(Cl)cc1,?,i,-3%,?,8%,0%,?,16%,5.1%
COc1ccc(S(=O)(=O)N2CCN(c3cc(-c4ccccc4)nc4ncnn34)CC2)cc1,/,i,-4%,-3%,-3%,-16%,?,-25%,4.5%
COC(=O)Cn1c(CN2CCOCC2)nc2c1c(=O)[nH]c(=O)n2C,3%,i,2%,10%,21%,-16%,-2%,2%,-0.8%
Cc1c(CNC(=O)c2c([N+](=O)[O-])cnn2C)cnn1C,4%,i,0%,-8%,-3%,-34%,1%,-19%[11.3 µM],-0.3%
CC(=O)N1N=C(c2c(-c3ccccc3)c3cc(Br)ccc3[nH]c2=O)CC1c1ccco1 (configuration not stated),7%,i,1%,8%,3%,-28%,?,?,3.9%
COc1ccc(CCNC(=O)Cc2ccc([N+](=O)[O-])cc2)cc1OC,-5%,i,2%,-2%,3%,-15%,21%,-2%,-0.3%
Cc1ccc(-n2ncc3c(N(C)C)ncnc32)cc1Cl,/,i,12%,/,/,3%,3%,114%[activator],6.7%
# The listing continues:
SMILES,Nrf2 block,ATXN viability,A549 tox,MCF10A rereplic,EPAC2 antagonist,HepG2 viability,TGFb SMAD3 inh,ATXN2 expr inh,Nrf2 ARE act
CC(=O)c1ccc(OCC(C)C)c(CC(C(N)=O)C(N)=O)c1,7%,i,-1%,-1%,5%,-12%,-7%,-7%,0.6%
Cc1[nH][nH]c(=O)c1N=Nc1ccccc1Cl,-4%,?,0%,2%,1%,6%,1%,-4%,4.2%
COc1ccc(C(=O)NC(=S)NNC(=O)c2cnccn2)cc1,?,i,?,6.5µM*,-2%,-29%,3%,?,-0.5%
CC(C)(C)NC(=O)/C(=C/c1ccccc1F)NC(=O)c1ccc([N+](=O)[O-])cc1,14%,i,-1%,-5%,-2%,1%,3%,-7%,0.0%
CC(=O)/C=C(\C)N=Nc1c(O)[nH]c2ccccc12,?,i,-6%,9%,2%,-37%,?,35%,28%
CC(Sc1nnc(-c2cccnc2)n1C)C(=O)N1CCOCC1 (configuration not stated),4%,i,12%,-1%,9%,-1%,-1%,-3%,-0.6%
COc1ccc(C(=O)Nc2cc(Cl)ccc2Cl)c(OC)n1,27%,i,-2%,1%,11%,-5%,0%,27%,6.0%
CC1=NN(C(=O)CSCc2ccccc2)C(O)(c2ccccc2)C1 (configuration not stated),8%,i,4%,?,1%,-37%,-21%,?,15%
Cc1ccc(CNC(=O)CCCNC(=O)c2ccc(Cl)cc2)n1C,0%,i,3%,8%,7%,-12%,-6%,4%,-0.2%
Cc1cccc(C(=O)NCCNC(=O)c2cnccn2)c1,-13%,i,-6%,-2%,11%,8%,-4%,-2%,0.2%
O=C(O)C1=CC[C@@H](c2ccc(Cl)cc2)N(S(=O)(=O)c2ccc(Cl)cc2)C1,-15%,i,-8%,-2%,-11%,-10%,-3%,9%,-0.2%
Clc1nc(CN2CCCCC2)nc2sc3c(c12)CCCC3,26%,?,9%,?,-15%,-39%,25µM*,/,?
COC(=O)c1scc2c(=O)cc(C(F)(F)F)[nH]c12,20%,?,?,?,47%[activator],0%,9%,1%,0.2%
CCc1ccc(NC(=O)c2cc(-c3ccc(OC)cc3)on2)cc1,/,i,-6%,-6%,2%,6%,-5%,-10%,0.1%
O=C(NNC(=O)c1ccccc1Cl)c1ccc(-n2cncn2)c([N+](=O)[O-])c1,15%,i,-2%,12%,-10%,4%,-9%,2%,0.0%
Cc1ccc(C)c(N2CCN(Cc3nnnn3C3CCCCC3)CC2)c1,/,i,13%,?,-8%,-2%,9%,-3%,0.0%
NS(=O)(=O)c1cccc(NC(=O)CCCNC(=O)c2ccc(Cl)cc2)c1,-20%,i,1%,3%,-30%,24%,13%,-10%,-0.8%
Cc1cc(C)c(S(=O)(=O)Cc2ccc(Cl)cc2)c(=O)[nH]1,-3%,i,1%,13%,-9%,6%,17%,5%,-0.5%
CCOC(=O)c1nc2sc3c(c2c(=O)n1C(C)C(=O)OCC)CCCC3 (configuration not stated),-14%,i,-2%,1%,-20%,2%,-4%,3%,-0.2%
CCOC(=O)C1C(=O)CC(C)(O)C(C(=O)OCC)C1c1ccc2c(c1)OCO2 (configuration not stated),-17%,i,-13%,0%,-5%,-11%,-1%,0%,-0.2%
CC1CCN(S(=O)(=O)c2ccc3c(c2)N(CC(=O)NCCCN2C(C)CCCC2C)C(=O)CO3)CC1 (configuration not stated),7%,i,3%,4%,-2%,-2%,11%,0%,0.1%
C[C@@H]1C=C[C@](Cc2ccccc2)(C(=O)O)N1C(=O)c1ccccc1,-14%,i,-1%,-2%,6%,-11%,-15%,-15%,0.6%
COc1cc2ccccc2cc1C(=O)N1CCN(c2ccccn2)CC1,-22%,i,2%,-2%,-5%,-10%,-11%,-7%,-0.9%
O=C(NCCSCc1ccccc1)c1ccc(Cl)c(S(=O)(=O)N2CCOCC2)c1,?,i,-11%,4%,14%,-20%,-14%,-4%,2.8%
NS(=O)(=O)c1ccc(N/N=C2/CCCCC2C2CCCCC2)c([N+](=O)[O-])c1 (configuration not stated),21µM*,?,?,12µM*,-23%,-115%,?,?,-2.4%

# Shown as a hit in TGFb SMAD3 inh, among the entries above:
SMILES	Nrf2 block	EPAC2 antagonist	TGFb SMAD3 inh
Clc1nc(CN2CCCCC2)nc2sc3c(c12)CCCC3	26%	-15%	25µM*

# Following part
SMILES,Nrf2 block,ATXN viability,A549 tox,MCF10A rereplic,EPAC2 antagonist,HepG2 viability,TGFb SMAD3 inh,ATXN2 expr inh,Nrf2 ARE act
O=C(COC(=O)c1n[nH]c2ccccc12)Nc1ccc(S(=O)(=O)N2CCCC2)cc1,/,?,-10%,?,-1%,-6%,-9%,-9%,2.1%
COC(=O)c1cccnc1-n1c(=O)c2cccnc2n(Cc2ccc([N+](=O)[O-])cc2)c1=O,-14%,i,-8%,?,6%,11%,-16%,/,-0.5%
Cc1cccc(C(O)c2ncc(-c3ccc(F)cc3)[nH]2)c1C (configuration not stated),/,i,/,/,7%,-4%,7%,3%,-0.5%[9.22 µM]
Cc1cc(C(=O)Nc2ccc([N+](=O)[O-])cn2)cs1,?,i,2%,4%,-5%,-5%,-20%,/,?
COc1ccc(C(=O)OCc2c(-c3cccc(OC)c3)ncc3ccccc23)cc1,?,i,-8%,-15%,-11%,-5%,-17%,-9%,3.9%
COc1cc(CNc2ccc3[nH]c(=O)[nH]c3c2)cc(Br)c1OCc1ccccc1F,-15%&2%,i,-9%&0%,?,16%,-27%&-15%,0%&-1%,?,2.3%&5.7%
OC(CN1CCCCC1)Cn1c(C(F)(F)F)nc2ccccc21 (configuration not stated),/,i,-2%,-2%,-1%,2%,9%,-19%,-0.3%
Cc1cc(C)cc(Cn2cc(CN3CC(N4CCCC4)CS3(=O)=O)nn2)c1 (configuration not stated),/,i,/,/,2%,/,/,9%,0.3%

# An excerpt from above in order of their number in EPAC2 antagonist, low to high.
smiles | EPAC2 antagonist
OC(CN1CCCCC1)Cn1c(C(F)(F)F)nc2ccccc21 (configuration not stated) | -1%
Cc1cc(C)cc(Cn2cc(CN3CC(N4CCCC4)CS3(=O)=O)nn2)c1 (configuration not stated) | 2%
COc1cc(CNc2ccc3[nH]c(=O)[nH]c3c2)cc(Br)c1OCc1ccccc1F | 16%
